# High-throughput results (PubChem BioAssay)
# yeast bub3 = NCI yeast anticancer drug screen, S. cerevisiae bub3 mutant strain; % growth inhibition at 50 µM; 78,000 tested, 9.9% active; AID 167, 2004;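 note: 0% = growth of vehicle-only cultures of the same strain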
#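 In this screen, a yeast mutant lacking normal mitotic checkpoint function is challenged with compound. Relative growth versus vehicle gives the inhibition value.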
# yeast sgs1 mgt1 = NCI yeast anticancer drug screen, S. cerevisiae sgs1 mgt1 strain | growth inhibition, % at 50 µM | 78,000 tested, 10% active | AID 161, 2004;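 note: 0% = growth of vehicle-only cultures of the same strain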
#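 Compounds are added to genetically altered yeast, and growth is compared with cultures given vehicle alone to give percent inhibition.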
# yeast rad50 = NCI yeast anticancer drug screen, S. cerevisiae rad50 strain | % growth inhibition at 50 µM | 79,000 tested, 10% active | AID 155, 2004;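 note: 0% = growth of vehicle-only cultures of the same strain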
#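 Cells are treated with compound, grown, and their growth is then scored against vehicle-only cultures of the same repair-deficient yeast strain.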
# yeast mec2-1 = NCI yeast anticancer drug screen, S. cerevisiae mec2-1 strain; growth inhibition, % at 50 µM; 79,000 tested, 9% active; AID 157, 2004;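 note: 0% = growth of vehicle-only cultures of the same strain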
#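 Mutant yeast (mec2-1) grown with compound; growth inhibition relative to vehicle control reported.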
# yeast cln2 rad14 = NCI yeast anticancer drug screen, S. cerevisiae cln2 rad14 strain | % growth inhibition at 50 µM | 78,000 tested, 8.3% active | AID 165, 2004;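 note: 0% = growth of vehicle-only cultures of the same strain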
#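 Yeast strain cln2 rad14, bearing defects in cell cycle control and DNA repair, serves as the test system; values reflect growth inhibition compared with vehicle.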
# yeast mlh1 rad18 = NCI yeast anticancer drug screen, S. cerevisiae mlh1 rad18 strain. 79,000 tested, 11% active. % growth inhibition at 50 µM. AID 175, 2004;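 note: 0% = growth of vehicle-only cultures of the same strain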
#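 Yeast w/ defined DNA-repair lesions; compound exposure; growth vs vehicle controls → % inhibition.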
# Numbers without * were called inactive; & = joins results of further samples. Cut-off read from the data, not from the text of the source: active = growth inhibition above about 70%; inactive = the rest. Hits appear at their usual frequency; overall some 14% were active at least once.
(1) O=C1NC(=O)/C(=C/c2ccc(S(=O)(=O)N/N=C\C(O)C(O)C(O)CO)cc2)N1 (centres undefined)
(2) C=CCCc1cc(OC)ccc1C(=O)C(C)C
(3) COc1ccc(C(=O)/C=C/c2ccc(OCC(=O)O)cc2)cc1
(4) CCOC(=O)C(N)CC(C)C (centres undefined)
(5) O=S(=O)(O)c1ccc2ccc(O)c(N=Nc3ccccc3)c2c1
(6) C/C(=N\Nc1n[nH]c(=S)n1N)c1c(O)cc(C)oc1=O
(7) COC(=O)C1(C)CCCC2(C)c3cc(OC)ccc3CCC12 (centres undefined)
(8) CN(C)Cc1cc(CN(C)C)c(O)c(CN(C)C)c1
Compound	1	2	3	4	5	6	7	8
yeast bub3	-23&-7	0	-6	3	34	14	6	65&-44
yeast sgs1 mgt1	-17&7	-20	18	-6	3	19	-41	3&0
yeast rad50	-12&-2	4	23	-16	-29	-23	-16	40&-35
yeast mec2-1	-4&15	-18	12	-12	-6	12	-8	60&-58
yeast cln2 rad14	9&0	-21	22	2	4	-21	2	-31&-24
yeast mlh1 rad18	20&30	-13	43	14	4	16	-18	48&-22

# Copied from above: compounds 5–6
(5) O=S(=O)(O)c1ccc2ccc(O)c(N=Nc3ccccc3)c2c1
(6) C/C(=N\Nc1n[nH]c(=S)n1N)c1c(O)cc(C)oc1=O
Compound	5	6
yeast bub3	34	14
yeast sgs1 mgt1	3	19
yeast rad50	-29	-23
yeast mec2-1	-6	12
yeast cln2 rad14	4	-21
yeast mlh1 rad18	4	16

# Continued.
(9) O=C(N1C=CC(=Cc2ccccc2)C=C1)N1C=CC(=Cc2ccccc2)C=C1
(10) CCCCN1C=Nc2ccc(NC(C)=O)c(N)c2C1
(11) CCOC(=O)c1cc(NC(C)=O)cn1C
(12) CCCCCCC/C=C/C(=O)OC1C(OC2C(OC(CCCCCCC)CC(=O)OC(CCCCCCC)CC(=O)O)OC(C)C(O)C2O)OC(C)C(O)C1O (centres undefined)
(13) CC1(c2cccc(C3CC4(CCC3=O)OCCCCO4)c2)OCCO1 (centres undefined)
(14) CC=C=C(C)CN
(15) O=C(OCC1OC(OCc2ccccc2)C(OC(=O)c2ccccc2)C1OC(=O)c1ccccc1)c1ccccc1 (centres undefined)
(16) COc1ccc(C2=C(Cl)C(=O)N(c3ccc(C)cc3)C(=O)C2(Cl)Cl)cc1
Compound	9	10	11	12	13	14	15	16
yeast bub3	26	5	6	90*	-35	-6	-14	76*
yeast sgs1 mgt1	-7	-5	-1	93*	-64	-10	-2	94*
yeast rad50	12	-2	4	92*	-41	-6	-10	83*
yeast mec2-1	6	-3	9	82*	-14	-4	-6	97*
yeast cln2 rad14	21	-1	-11	90*	3	-8	-3	54
yeast mlh1 rad18	7	0	16	90*	-30	-8	-24	94*

(17) C=C1CC[C@H]2C(C)=CC[C@@H]3[C@H](OC(=O)[C@H]3CN3CCN(c4ccc(C)c([N+](=O)[O-])c4)CC3)[C@@H]12
(18) C=CCOCn1cnc2c(N)ncnc21
(19) COc1ccc(/C(=N/NC(N)=O)C(c2ccc(OC)cc2)C2C(=O)Oc3ccccc32)cc1 (centres undefined)
(20) O=C1NC(=O)C(=Nc2c(O)[nH]c(=O)[nH]c2=O)C(=O)N1
(21) COCCOCCOCCOc1ccc(C(C#N)N(CCc2ccccc2)C(=O)c2cc(C(=O)N(CCc3ccccc3)C(C#N)c3ccc(OCCOCCOCCOC)cc3)cc(C(=O)N(CCc3ccccc3)C(C#N)c3ccc(OCCOCCOCCOC)cc3)c2)cc1 (centres undefined)
(22) Clc1ccc2ccccc2c1/C=C/c1nc2ccccc2s1
(23) COc1ccc(NS(=O)(=O)c2ccc(NC(=O)NCCCl)cc2)nn1
(24) CCCCNC(=S)NC1OC(CO)C(O)C(O)C1O (centres undefined)
Compound	17	18	19	20	21	22	23	24
yeast bub3	70	-11	99*	17&1	-19	-2	3	99*
yeast sgs1 mgt1	80*	-24	99*	-11&2	-33	8	-10	100*
yeast rad50	69	-36	98*	-11&3	-30	2	13	99*
yeast mec2-1	66	-60	99*	-14&-12	-31	12	0	99*
yeast cln2 rad14	63	-1	89*	-32&-25	6	-40	9	99*
yeast mlh1 rad18	48	-36	98*	-13&12	-27	4	6	99*

(25) COC(=O)C1CCCN1C(=O)C1CSC(C)(C)N1C=O (centres undefined)
(26) CC1CCC2C(C)(C)CC3(C)CCC1C23O (centres undefined)
(27) c1ccc(Cc2nc3ccccc3[nH]2)cc1
(28) CC(=O)N(CCc1ccccc1)C(C)(C#N)c1ccccc1 (centres undefined)
(29) O=C(NCSC1=NCCS1)NCSC1=NCCS1
(30) C/C(=N\NS(=O)(=O)c1ccc(N)cc1)c1ccc(C)cc1C
(31) CC(=O)Nc1ccc2c(c1)[nH]c(=O)c1cc(Cl)c(Cl)cc12
(32) Cc1ccc(CSc2nc3c([nH]2)c(=O)n(C)c(=O)n3C)cc1C
Compound	25	26	27	28	29	30	31	32
yeast bub3	22	62	-14&-29	-12	3	-29	-10	5
yeast sgs1 mgt1	30	81*	-19&-10	-31	7	1	-11	20
yeast rad50	1	30	-2&-14	0	-7	-13	0	4
yeast mec2-1	31	46	-4&-34	4	-20	-20	-10	4
yeast cln2 rad14	-1	30	3&-5	-22	16	-5	-8	-7
yeast mlh1 rad18	2	83*	-16&1	-29	-15	-16	-15	2

(33) Cc1c(CCOC=O)c(=O)[nH]c2nncn12
(34) COC(=O)CSc1nc2[nH]c(SC)c(C(N)=O)c2c(=O)n1-c1ccccc1
(35) CC(C)(C)C1OC1(C)CO (centres undefined)
(36) CCC(=O)N(C)C1(C#N)CCCCC1
(37) COc1cc(C=O)ccc1OC(=O)NC(C)(C)C
(38) CN(C)c1ccccc1C(=O)N/N=C/c1ccc(F)cc1
(39) CCOC(=O)C1(C#N)CC1
(40) O=COC1CCCCCC1
Compound	33	34	35	36	37	38	39	40
yeast bub3	-10	8	1	5	29	-15	2	-6
yeast sgs1 mgt1	-18	7	-17	13	20	-7	-22	-11
yeast rad50	-16	2	-3	29	9	-5	1	-9
yeast mec2-1	-30	29	-17	-43	18	-31	-17	-29
yeast cln2 rad14	17	46	-2	0	7	-14	18	8
yeast mlh1 rad18	3	10	-2	24	16	-6	-41	13

(41) CN(Cc1cc(C(C)(C)C)cc(Br)c1O)Cc1cc(C(C)(C)C)cc(Br)c1O
(42) Cn1c(=O)c(-c2ccccc2)c(N=[N+]=[N-])c2ccccc21
(43) CCCOC(=O)c1c(C)c(C)cc(C)c1C
(44) NC(=O)C1C2C=CC(O2)C1C(=O)O (centres undefined)
(45) C=C1C(C(=O)O)C1C(=O)O (centres undefined)
(46) CCCCN1C(=O)C(NC(C)=O)C1COC(C)(C)C (centres undefined)
(47) O=C(/C=C/c1ccco1)C1CCCC1
(48) Cc1cc(Cl)cc(CN(C)Cc2c(C)[nH]c(=O)[nH]c2=O)c1O
Compound	41	42	43	44	45	46	47	48
yeast bub3	81*	86*	-1	-2	3	-28	-22	0
yeast sgs1 mgt1	59	87*	15	-10	20	-28	-13	-17
yeast rad50	72*	83*	6	-27	4	-22	-13	-31
yeast mec2-1	86*	84*	2	-13	-12	-5	-23	-17
yeast cln2 rad14	90*	86*	12	-24	4	-9	-18	3
yeast mlh1 rad18	61	83*	-12	5	-2	-35	-5	-9

(49) COc1ccn(CC2(C)CO2)c(=O)n1 (centres undefined)
(50) CCOc1ccc(NC2OC(CO)C(O)C(O)C2O)cc1 (centres undefined)
(51) OC1CC2OC2C1O (centres undefined)
(52) O=S(O)CCCCCSSc1ccc(Cl)cc1
(53) CCN(CC)CCC(=O)Nc1cc(OC)cc2cccnc12
(54) CCCCOC(=O)c1c(Cl)c(Cl)c(C(=O)OCCCC)c(Cl)c1Cl
(55) C(=N\N=C\c1ccccc1)/c1ccccc1
(56) CCCCOC(=O)CNC(=O)OC(C)(C)C
Compound	49	50	51	52	53	54	55	56
yeast bub3	-12	21	19	99*	-19	-2	-1	-3
yeast sgs1 mgt1	-10	13	-5	99*	6	-8	4	-10
yeast rad50	-41	36	-6	98*	11	-14	15	-4
yeast mec2-1	-17	5	4	96*	10	-32	5	12
yeast cln2 rad14	-28	2	70	98*	-21	-2	-52	-2
yeast mlh1 rad18	-2	26	-11	98*	-8	0	17	-16

# Full records, looked up by structure. Values in the order: yeast bub3, yeast sgs1 mgt1, yeast rad50, yeast mec2-1, yeast cln2 rad14, yeast mlh1 rad18
# OC1CC2OC2C1O (centres undefined) reads 19, -5, -6, 4, 70, -11
# COc1ccn(CC2(C)CO2)c(=O)n1 (centres undefined) reads -12, -10, -41, -17, -28, -2
# C(=N\N=C\c1ccccc1)/c1ccccc1 reads -1, 4, 15, 5, -52, 17

# Other structures:
(57) CCN(CC)CCCC#CCN1CCCCC1
(58) N#CC(C(=O)C(=O)Nc1cccc(C(F)(F)F)c1)c1cccc(Cl)c1 (centres undefined)
(59) CCN1C(=O)CCSC1=S
(60) CC(=O)C(CCN(C)C)c1ccc2c(c1)CCc1ccccc1-2 (centres undefined)
(61) O=c1ccn(C2OC(CO)C(O)C2Cl)c(=O)[nH]1 (centres undefined)
(62) NC(=O)NS(=O)(=O)c1ccc(N)cc1
(63) CCOC(=O)C(C#N)=C1CCCCC1
(64) N#CCCC(CCC#N)(CCC#N)C(=O)c1ccc(Br)cc1
Compound	57	58	59	60	61	62	63	64
yeast bub3	-22	20	9	13	5	-19	1	7
yeast sgs1 mgt1	5	15	28	19	-11	-5	-3	1
yeast rad50	-9	19	14	13	-7	0	14	-1
yeast mec2-1	-11	11	-10	6	-42	-14	-17	-8
yeast cln2 rad14	6	12	18	-8	10	13	-14	-16
yeast mlh1 rad18	10	29	26	28	-14	2	-8	18

# Values by screen from above.
# Nos. 32–37 in yeast bub3 read 5, -10, 8, 1, 5, 29
# Nos. 32–37 in yeast rad50 read 4, -16, 2, -3, 29, 9
# Nos. 32–37 in yeast mlh1 rad18 read 2, 3, 10, -2, 24, 16

# Later entries
(65) COC(=O)N/N=C(\C)CC(=O)Nc1ccc(Cl)cc1
(66) CC(=O)OCC(=O)[C@H]1CC[C@@H]2[C@]1(C)CC=C1[C@]23C=C[C@]2(C[C@@H](OC(C)=O)CC[C@]12C)C1C(=O)OC(=O)C13 (some centres undefined)
(67) O=c1[nH]nc(Cc2ccccc2)n1C1CCCC1
(68) CC(C)=CCNc1ccccc1
(69) CCCC(=O)C(CC)C(=O)CCC(=O)Nc1cccc([N+](=O)[O-])c1 (centres undefined)
(70) C=C(OC1C(C)=C2C(C1OC(=O)CCCCCCC)C(C)(OC(C)=O)CC(OC(=O)CCC)C1(O)C2OC(=O)C1(C)O)/C(C)=C/C (centres undefined)
(71) CC(C)(C)C1CC(Cl)C(=O)C(Cl)C1 (centres undefined)
(72) O=C(O)/C(Cl)=C(\Cl)C(=O)NC1C2CC3CC(C2)CC1C3 (centres undefined)
Compound	65	66	67	68	69	70	71	72
yeast bub3	-27	5	-10	1	-13	-8	28	4
yeast sgs1 mgt1	-28	-1	-13	2	-14	18	18	14
yeast rad50	-23	-10	-2	-11	-31	21	31	14
yeast mec2-1	-33	3	-5	-24	-13	-5	13	10
yeast cln2 rad14	-6	-8	-18	17	-26	15	8	29
yeast mlh1 rad18	-44	27	-1	-7	-29	13	26	20

# Individual results from the results shown.
# yeast cln2 rad14 result of no. 68 is entered as 17
# yeast mlh1 rad18 result of no. 71 is entered as 26
# yeast sgs1 mgt1 result of no. 65 is entered as -28
# yeast mlh1 rad18 result of no. 70 is entered as 13

# The listing continues.
(73) Cc1ccc(NC(=O)CCC(=O)C(C)C(=O)c2ccccc2)c(C)c1 (centres undefined)
(74) CC(C)(C)C1=CC(=O)C(C#N)=C(C#N)C1=O
(75) CCCCOC(=O)C(=O)/C(=C/N1C(=O)/C(=C/C(C)=C/c2ccccc2)SC1=S)C(=O)C=C(C)C
(76) O=C1C(N=Nc2ccc(Cl)cc2)Sc2nc3ccccc3n21 (centres undefined)
(77) COC(=O)CNC(=O)C(CC(C)C)NC(=O)C(CC(C)C)NC(=O)OC(C)(C)C (centres undefined)
(78) COc1cc(C2c3cc4c(cc3OC(NCc3ccccc3)C2C)OCO4)cc(OC)c1OC (centres undefined)
Compound	73	74	75	76	77	78
yeast bub3	1	-3	68	16	-1	-2
yeast sgs1 mgt1	11	4	51	-8	32	8
yeast rad50	-42	23	40	-10	42	-5
yeast mec2-1	-2	20	63	-17	2	-33
yeast cln2 rad14	-13	0	47	-10	10	1
yeast mlh1 rad18	6	23	71*	14	16	-4
